# Screening data as filed in PubChem.
# ATXN2 expr inh: reduces ATXN2 reporter expression in HEK-293 cells; HEK-293 ATXN2-luciferase reporter, luminescence, 24 h; Potency, µM (titrated, usually from 57 µM), for inactives: at the top dose activity change, negative = inhibition, most hits filed as inhibitors; 0.72% of 360,000 active; AID 1745845; note: potency is the fitted concentration of half-maximal effect; % is set by controls: 0 for no effect and ±100 for the full control effect; nearly all actives have a fitted effect of over 55% in size
#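 ATXN2-luciferase reporter cells (luciferase flanked by upstream and downstream ATXN2 gene portions) were treated 24 h at 37 °C with compounds at up to 57 uM. SteadyGlo luminescence gave expression; GF-AFC fluorescence gave viability.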
# S2 tox: cell viability loss in ATXN counter-screen | 0.49% of 400,000 active | AID 651635 | S2 cells (HEK-293 line with an ATXN2-luciferase reporter) viability, CellTiter-Fluor protease fluorescence, 24 h | Potency, µM (series often up to 56.7 µM), hits mostly cytotoxic; note: potency is the fitted concentration of half-maximal effect; nearly all actives have a fitted effect of over 40% in size
# MCF10A rereplic: induces DNA re-replication in MCF 10a normal breast cells. MCF 10A DNA re-replication, Hoechst nuclear intensity, 48 h. Potency, µM (top dose mostly 46.1 µM), inactives show at the highest dose activity, positive = re-replication, actives largely listed as activators. 2.9% of 350,000 active. AID 624296; note: potency is the fitted concentration of half-maximal effect; % of control where 0% means no effect; nearly all actives have a fitted effect of over 50% in size
# Nrf2 ARE act: Nrf2 pathway activation. AREc32 ARE-luciferase reporter (MCF7-derived line), luminescence, 24 h. Potency, µM (series often up to 46.1 µM), without a hit: at the top dose activation, actives largely listed as activators. 0.31% of 410,000 active; note: potency is the fitted concentration of half-maximal effect; % of control where 0% means no effect; nearly all actives have a fitted effect of over 65% in size
#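 ARE-driven firefly luciferase activity in AREc32 cells measured after a 24 hr compound exposure at 37 deg C, using Steady-Glo reagent and a 30 min room-temperature hold.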
# TGFb inhibitor: TGF-b pathway inhibition | Potency, µM (top dose mostly 46.1 µM), inactives show top-dose activity, negative = inhibition, usual class: inhibitors | HepG2 CAGA-GFP TGF-b/SMAD3 reporter, GFP fluorescence, 18 h; TGF-beta stimulated, 500 pg/mL final | 1.2% of 410,000 active; note: potency is the fitted concentration of half-maximal effect; % is set by controls: 0 for no effect and ±100 for the full control effect; nearly all actives have a fitted effect of over 65% in size
#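 Smad-responsive CAGA-GFP expression was quantified in HEPG2 cells exposed to compounds and 500 pg/mL final TGF-beta for 18 h at 37 degrees C; unstimulated wells defined full inhibition.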
# IL1B secr inh: inhibitors of inflammasome signaling (IL-1 beta secretion) | activity change, % at 57.5 µM | THP-1 LPS/ATP IL-1B secretion, AlphaLISA, 16 h; hits give low values | 4.7% of 360,000 active; in the data active = activity change below about -50%; inconclusive = mostly about -30% to -49%; note: % is set by controls: 0 for no effect and ±100 for the full control effect
#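 THP-1 cells pretreated 1 hr with compounds (up to 57.5 uM final), then stimulated with LPS (250 ng/mL final) plus ATP (1.25 mM final); secreted IL-1B measured by AlphaLISA after 16 hr, decreased signal indicating inhibition.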
# HepG2 tox: kills HepG2 cells in TGF-b inhibitor counter-screen. HepG2 CAGA-GFP viability, ATP luminescence, 18 h. 0.76% of 410,000 active. AID 588856. Potency, µM (doses to about 46.1 µM), for the others: top-dose activity change, negative = cytotoxicity, most hits filed as cytotoxic; note: potency is the fitted concentration of half-maximal effect; some results filed as inactive show a strong effect at the top dose
#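 CellTiter-Glo luminescence gave cytotoxicity after 18 hours at 37 degrees C. The cells were HepG2 CAGA-GFP in 1% FBS DMEM, stimulated with 500 pg/mL TGF-beta after compound addition. %Activity was normalised to no-cell wells (complete cell-killing) and DMSO (no toxicity), and curves were fitted and classified.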
# Nrf2 block: Nrf2 pathway inhibition; A549 ARE-Fluc reporter, luciferase luminescence, 18-24 h; Potency, µM (doses to about 46 µM), without a hit: at the top dose activity change, negative = inhibition, actives largely listed as inhibitors; 2.1% of 360,000 active; AID 504444; note: potency is the fitted concentration of half-maximal effect; % is set by controls: 0 for no effect and ±100 for the full control effect; nearly all actives have a fitted effect of over 60% in size
#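 Nrf2 activity is the BugLite luminescence, read 15 min after reagent at room temperature, following CellTiter-Fluor cytotoxicity readout (30 min, 37C). Compound titrations were applied for 18-24 h to 5000 A549 ARE_Fluc cells/well in 5% FBS OPTI-MEM.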
# A549 viability: counter-screen for Nrf2 inhibitors: cytotoxicity in A549 cells. A549 ARE-Fluc cells, CellTiter-Fluor viability, 18-24 h. Potency, µM (series often up to 46 µM), without a hit: at the highest dose activity change, negative = cytotoxicity, hits mostly inhibitors. 0.16% of 390,000 active. AID 504648; note: potency is the fitted concentration of half-maximal effect; % is set by controls: 0 for no effect and ±100 for the full control effect
#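 Cytotoxicity counterscreen: CellTiter-Fluor fluorescence was measured in A549 ARE_Fluc cells after 18-24 h of compound exposure in a concentration series. The subsequent BugLite luminescent read reports ARE-luciferase activity.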
# * hit, by the source's call; i = inactive; ? = inconclusive; nt = no result given; [ ] = remark or other dose. Unless noted, calls come from the whole dose curve; as a rule, active = well fitted curve in the direction sought with a large enough effect; inconclusive = small, poorly fitted or top-dose-only effect, or another doubt; inactive = no such curve, though single readings can be large; an effect the other way counts as inactive or inconclusive.
Compound	ATXN2 expr inh	S2 tox	MCF10A rereplic	Nrf2 ARE act	TGFb inhibitor	IL1B secr inh	HepG2 tox	Nrf2 block	A549 viability
CCOC(=O)N1CCN(C(=O)C(=O)NNC(=O)COc2ccc(Cl)cc2)CC1	-10.7%	i	?	-1.1%	2.3%	28.6	6.4%	3.7%	-2.0%
Cc1ccc2c(=O)cc(C(=O)NC3CCS(=O)(=O)C3)oc2c1 (stereo unspecified)	nt	i	-2.2%	-0.6%	9.2%	-3.3	8.8%	10.6%	-1.4%
Cc1cc(C)n(-c2ccc(NC(=O)C3CCCCN3C(=O)c3cc(C)oc3C)cc2)n1 (stereo unspecified)	-16.9%	i	0.3%	4.0%	-15.9%	-6.9	1.1%	0.3%	0.6%
COc1ccc(CC(N)c2csc(NC(=O)Nc3ccc(C(C)C)cc3)n2)cc1 (stereo unspecified)	?	nt	nt	-3.4%	-98.2%	-107.5*	-103.7%	nt	nt
CNCC(O)CN(c1ccccc1)c1ccccc1 (stereo unspecified)	-12.7%	i	?	1.8%	21.6%	?	21.8%	17.1%	0.7%
CCC(=O)Nc1ccc2nc(SCC(=O)N3CCOCC3)sc2c1	nt	i	0.2%	3.9%	23.4%	0.0	-5.3%	3.2%	0.3%
CC1C(=O)N(Cc2cn(CC3CCCCC3)nn2)CCS(=O)(=O)N1Cc1ccc(-c2ccccc2)cc1 (stereo unspecified)	?	?	nt	-1.6%	?	-18.3	-38.7%	nt	nt
Cn1c2ccccc2c2cc(/C=N/NC(=O)c3ccccc3F)ccc21	0.0%	i	?	3.1%	-2.5%	-2.4	-23.5%	26.8%	-9.9%
Cc1nc2nc(NC(=O)c3ccc(F)cc3)[nH]n2c(=O)c1Cc1ccccc1	nt	nt	nt	-1.4%	-5.3%	nt	-1.3%	21.3%	1.1%
COc1cc([N+](=O)[O-])ccc1Nc1nc(C)cc(C)n1	-23.9%	i	5.4%	-0.2%	-2.6%	-10.3	-0.4%	9.1%	0.5%
Cc1ccsc1C(=O)N(C)C1CCS(=O)(=O)C1 (stereo unspecified)	-0.3%	i	-7.6%	-1.0%	14.9%	6.8	2.6%	-9.4%	-4.5%
Cc1cc(NC(=O)c2ccco2)cc(-c2nc3ccccc3o2)c1O	4.5%	i	nt	12.2%	4.4%	nt	-16.7%	9.4%	2.1%
O=C(NCCOc1ccccc1)C1CCC(=O)N(CCc2ccc(Cl)cc2)C1 (stereo unspecified)	39.1%[activator]	i	2.6%	4.7%	-15.0%	i	-9.1%	14.4%	4.0%
CCOC(=O)c1c(-c2ccc(C)cc2)csc1NC(=O)c1cc(=O)c2cc(C)ccc2o1	nt	nt	nt	-0.2%	nt	nt	-6.0%	6.2%	5.2%
OCCC1CN(Cc2ccc3nsnc3c2)CCN1CCc1ccccc1 (stereo unspecified)	-32.8%	i	?	3.3%	-15.3%	-2.6	-13.6%	13.1%	6.7%
COc1ccc(OC)c(NC(=O)c2cc3ccccc3o2)c1	23.4%	i	-1.1%	6.5%	13.9%	-3.1	-25.7%	1.4%	1.0%
O=C(c1ccco1)N1CCN(C(=O)C2(S(=O)(=O)c3ccc(Cl)cc3)CC2)CC1	10.0%	i	-5.8%	-0.2%	1.8%	0.0	1.7%	-6.2%	15.2%
Cc1sc2c(c1C)c(=O)n(-c1ccccc1)c1nncn21	-9.4%	?	0.3%	-0.5%	9.5%	9.7	17.2%	-2.0%	-17.0%
CCCCNC(=O)CSc1nc2ccccc2c(=O)n1CC1COc2ccccc2O1 (stereo unspecified)	nt	nt	2.8%	-0.4%	-10.0%	-6.6	-7.1%	-12.3%	-12.4%
O=C(COC(=O)c1cccc(Cl)c1Cl)NCc1cccs1	0.4%	i	2.1%	-0.3%	1.1%	-0.1	1.8%	2.2%	-2.3%
Nc1cc(Br)cc2c1[nH]c(=O)c1ccccc12	nt	i	nt	5.2%	-0.4%	0.1	2.9%	nt	nt
O=C(CSc1nnnn1Cc1ccccc1)Nc1cccc(F)c1	28.5%	i	1.4%	2.1%	-0.9%	-11.4	-7.4%	-1.7%	2.8%
O=C(Nc1nnc(-c2ccccc2Cl)o1)c1cccnc1	4.2%	i	19.9%	4.0%	-3.0%	11.2	-29.1%	?	-6.4%
CCOC(=O)[C@H]1[C@H]2COc3cc(OC)ccc3[C@@H]2N2C(=O)c3ccc(F)cc3NC(=O)[C@@]12C	1.1%	i	-0.6%	-0.3%	-0.8%	4.7	-16.6%	3.8%	-0.2%
N/N=c1\sc2ccccc2n1-c1ccccc1	-8.0%	?	1.4%	-0.2%	-4.9%	-21.6	-2.1%	-10.6%	2.3%
O=C(COC(=O)/C=C/c1ccccc1)NCc1ccc(Cl)cc1	-7.2%	i	4.2%	-0.6%[9.22 µM]	-8.5%	0.0	-8.5%	1.7%	-1.4%
C/C(=N\NC(=O)c1nnn(-c2nonc2N)c1-c1ccc2c(c1)OCO2)c1ccc(F)cc1	-2.8%	i	-0.6%	-0.3%	-21.9%	-0.6	-17.1%	-1.7%	0.8%
CCNc1nc(NCC)n2c(SCC(=O)Nc3ccccc3[N+](=O)[O-])nnc2n1	-12.1%	i	11.9%	-0.8%	?	4.7	-11.6%	1.3%	0.6%
CCN(CC(=O)Nc1cc(OC)ccc1OC)Cc1nc2ccccc2c(=O)[nH]1	3.8%	i	1.0%	0.0%	12.9%	30.4	-0.7%	16.8%	1.3%
O=C(CNC(=O)Cc1ccccc1)NCc1cccc(C(F)(F)F)c1	1.5%	i	0.9%	0.2%	19.6%	5.2	5.0%	3.0%	-1.9%
O=C(c1ccc(=O)[nH]n1)N1CCc2ccccc2C1	nt	i	-2.2%	-0.1%	19.6%	14.7	18.7%	?	5.7%
O=C(Cn1c(=O)oc2cc(S(=O)(=O)N3CCCC3)ccc21)N1CCN(c2ccccc2F)CC1	-29.8%	i	-1.5%	-0.5%	-1.4%	-2.8	-5.5%	-9.6%	0.0%
O=C(N/N=C/c1coc2ccccc2c1=O)c1ccccc1	3.2%	i	16.8%	-0.1%	-4.9%	12.9	-2.0%	-2.0%	-3.4%
O=C(O)c1cc([N+](=O)[O-])ccc1NCCO	-32.1%	?	-0.7%	0.4%	4.5%	13.1	14.0%	-3.5%	?
C=CCn1c(N)c(C(=O)N2CCN(C)CC2)sc1=S	-1.0%	i	1.6%	0.1%	-17.3%	-10.3	-19.0%	-1.7%	-11.1%
Cn1c(CN2CCOCC2)nnc1SCC(=O)Nc1ccc([N+](=O)[O-])cc1O	-13.2%	i	?	0.4%	4.4%	-3.2	-89.1%	4.1%	4.1%
O=C(CSc1ncnc2c1cnn2Cc1ccccc1)Nc1ccc2c(c1)OCCO2	-9.5%	i	0.2%	2.5%	4.8%	0.0	13.6%	?	-9.6%
O=C(Cc1ccc2c(c1)OCCO2)N1CCN(S(=O)(=O)c2ccccc2C(F)(F)F)CC1	0.6%	i	16.4%	0.4%	?	1.0	-13.0%	-13.0%	-8.7%
Cc1ccc2nsnc2c1S(=O)(=O)N1CCCC1C(=O)O (stereo unspecified)	-33.5%	i	-0.6%	-0.3%	-21.9%	1.3	-18.6%	-0.6%	-6.6%
COc1ccc(N2CCN(C(=O)COc3ccc4c(C)c(C)c(=O)oc4c3C)CC2)cc1	nt	?	-1.9%	-0.4%	7.8%	-1.8	-6.9%	7.3%	-0.4%

# Limited to HepG2 tox (two entries from above):
Structure | HepG2 tox
Nc1cc(Br)cc2c1[nH]c(=O)c1ccccc12 | 2.9%
O=C(CSc1nnnn1Cc1ccccc1)Nc1cccc(F)c1 | -7.4%

# (more compounds)
Compound	ATXN2 expr inh	S2 tox	MCF10A rereplic	Nrf2 ARE act	TGFb inhibitor	IL1B secr inh	HepG2 tox	Nrf2 block	A549 viability
CC1SC(=S)N(c2ccc(N(C)C)cc2)C1=O (stereo unspecified)	-20.8%	i	1.6%	16.8%	15.8µM*	-7.8	-74.6%	?	5.2%
Nc1no[n+]([O-])c1-c1ccccc1	-8.8%	i	-34.3%[inhibitor]	-0.8%	16.3%	2.8	0.8%	-10.2%	-0.6%
CC(=O)Nc1ccc(C=C(C(C)=O)C(C)=O)cc1	13.2%	i	?	0.4%	-1.0%	?	-20.1%	6.7%	0.1%
CCN(CC)CCNC(=O)c1ccc2c(c1)ncn2C1CCCCC1	7.8%	i	?	0.4%	16.0%	4.2	-5.0%	0.4%	-2.9%
C=CCn1c(SCC(=O)c2ccc(O)c(O)c2)nnc1-c1ccc(C)cc1	-2.6%	?	-4.4%	2.6%	?	7.4	-6.1%	?	-7.3%
COc1cccc(NC(=O)/C(C#N)=C\c2cn(Cc3ccc(C)cc3)c3ccccc23)c1	3.7%	i	nt	-0.1%	?	nt	-32.0%	?	-15.3%
CC1=NN(c2ccc([N+](=O)[O-])cc2)C(c2ccccc2)C1 (stereo unspecified)	-25.8%	i	-5.7%	0.0%	-26.3%	4.0	-67.4%	10.8%	-4.8%
CN1C/C(=N\S(=O)(=O)c2ccccc2)N(C)C1=O	-5.9%	i	-31.3%[inhibitor]	0.1%	-0.3%	1.4	-15.6%	2.0%	-0.8%
O=C(COc1ccc(F)cc1Br)N1CCc2ccccc21	54.2%[activator]	i	0.1%	0.4%	-3.5%	-17.6	-6.3%	?	-2.2%
Cn1cc(S(=O)(=O)Nc2ccc(Cl)cc2Cl)c(=O)n(C)c1=O	-5.8%	i	-15.0%	-0.7%	-5.9%	-9.2	-15.3%	?	-3.9%
